Screens deposited in PubChem by several laboratories.
PolyA inh: inhibitors of polyadenylation in S. cerevisiae. S. cerevisiae SKY197-pL101 polyadenylation reporter, beta-gal luminescence; efflux-impaired pdr1/pdr3 knockout yeast; score 100 = 6 SD above DMSO. calls only at 12 µM. actives 0.02% (n = 300,000). AID 1875;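 active = lowest replicate activity score at least 50, where 100 means six control SD above control mean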;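 note: yeast exposed to compound for 9 h at 30 °C; higher score means more reporter readthrough which indicates perturbed polyadenylation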
Dyrk1A ADPGlo: inhibitors of rat Dyrk1A kinase | Q63470 | AID 504441 | actives 0.43% (n = 310,000) | inhibition, % at 12.5 µM | ADP-Glo luminescence, NFATc1 peptide; in the data active = inhibition above about 50%;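 note: plate controls were vehicle with enzyme for no effect and no enzyme for full effect; many of its hits are not listed in these tables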
KCNK9 inh: inhibitors of human KCNK9 two-pore domain potassium channel. B-score at 10 µM. actives 1.2% (n = 310,000). HEK293 KCNK9, FluxOR thallium flux fluorescence; hits give low values;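 active = ratio B-score over 3 SD below the library mean, with starting fluorescence within 5 SD of its mean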;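 note: negative B-score means less thallium flux so channel inhibition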
KCNK3 block: human KCNK3 channel inhibition, primary screen | O14649 | CHO-KCNK3 thallium flux, FluxOR fluorescence; hits give low values | B-score at 10 µM | actives 0.84% (n = 340,000);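 active = B-score under library mean minus 4 SD, starting fluorescence ratio at most library mean plus 5 SD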;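 note: more negative B-score means stronger inhibition of thallium flux through KCNK3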
Platelet DG rel: modulates dense granule release in human platelets; human platelet-rich plasma, SFLLRN dense granule ATP release, luminescence; inhibition, %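 (compounds screened at 7.5 µM in platelet-rich plasma)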; actives 0.22% (n = 300,000); AID 1663;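 active = mean replicate score, as percent of positive control, at or above 50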
hERG rescue: compounds protecting human hERG from proarrhythmic drug block; actives 0.51% (n = 310,000); activation (rescue from dofetilide block), less the hit threshold, % at 10 µM; Q12809; CHO-hERG, FluxOR thallium flux, dofetilide IC70 present; AID 1511;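 active = activation above the mean of controls blocked by dofetilide plus 5 SD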;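 note: thallium influx through hERG after potassium depolarization seen as dye fluorescence rise; in these data hits start at about 4.7%; inactives centre near -7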
TRPC4 act: activators of mouse TRPC4 channel; Q9QUQ5; HEK293 TRPC4beta/mu-opioid, Fluo4 calcium fluorescence; hits give high values; B-score at 10 µM; actives 0.49% (n = 310,000); AID 2237;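 active = B-score above 5 SD of library B-scores, and initial fluorescence ratio not above library mean plus 5 SD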;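 note: positive B-score marks a calcium rise read as TRPC4 activation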
Target sequence (Q9QUQ5 whole entry, looked up): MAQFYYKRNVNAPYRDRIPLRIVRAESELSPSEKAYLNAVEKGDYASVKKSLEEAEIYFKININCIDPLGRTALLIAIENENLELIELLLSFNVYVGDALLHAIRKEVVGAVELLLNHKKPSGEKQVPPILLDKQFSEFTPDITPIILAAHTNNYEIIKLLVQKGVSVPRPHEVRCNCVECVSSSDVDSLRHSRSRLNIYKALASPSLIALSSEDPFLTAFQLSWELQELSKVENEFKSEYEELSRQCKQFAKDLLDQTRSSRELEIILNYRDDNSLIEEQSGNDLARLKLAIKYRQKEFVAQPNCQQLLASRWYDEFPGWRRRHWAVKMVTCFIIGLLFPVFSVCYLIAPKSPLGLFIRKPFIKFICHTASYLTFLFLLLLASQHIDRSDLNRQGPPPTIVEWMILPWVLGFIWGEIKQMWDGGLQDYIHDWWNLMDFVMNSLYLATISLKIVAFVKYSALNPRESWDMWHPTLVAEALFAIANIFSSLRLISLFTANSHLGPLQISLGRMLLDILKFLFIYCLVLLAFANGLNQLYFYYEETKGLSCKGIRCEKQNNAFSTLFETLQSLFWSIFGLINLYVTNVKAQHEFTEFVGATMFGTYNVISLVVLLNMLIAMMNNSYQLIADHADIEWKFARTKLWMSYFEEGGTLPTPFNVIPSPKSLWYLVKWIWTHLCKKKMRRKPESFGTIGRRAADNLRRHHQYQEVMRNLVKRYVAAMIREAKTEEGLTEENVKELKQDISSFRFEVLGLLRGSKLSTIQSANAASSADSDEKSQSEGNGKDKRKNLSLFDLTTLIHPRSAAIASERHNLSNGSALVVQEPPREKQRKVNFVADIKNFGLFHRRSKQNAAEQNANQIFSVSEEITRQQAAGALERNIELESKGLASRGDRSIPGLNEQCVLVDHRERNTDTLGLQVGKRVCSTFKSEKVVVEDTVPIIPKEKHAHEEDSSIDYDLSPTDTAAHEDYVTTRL
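Technique: kinetic Fluo4 calcium fluorescence; Test system: TRPC4beta and mu-opioid receptor HEK293 stable cells; Measure: B-scored integrated calcium fluorescence ratio; Benchmarks: low control buffer alone, high control maximal DAMGO; Schedule: 45 min room-temperature Fluo4 loading, 110 s read.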
KCNQ1 block: blocks the human KCNQ1 potassium channel. AID 2642. B-score at 10 µM. CHO-K1 KCNQ1, FluxOR thallium flux fluorescence; hits give high values. actives 1.3% (n = 310,000);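 active = compounds whose thallium flux B-score, printed positive for inhibition, exceeds three library SD while starting fluorescence stays within three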;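 note: channel opened by potassium depolarization with thallium stimulus after 20 min compound exposure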
TRPC4 block: blocks the mouse TRPC4 cation channel; B-score at 10 µM; AID 2247; HEK293 TRPC4beta/mu-opioid, DAMGO-evoked Fluo4 calcium flux; hits give low values; actives 0.39% (n = 300,000); Q9QUQ5;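 active = B-score over 3 SD under the library average, no early fluorescence shift, positive overall ratio signal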
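Assay system – HEK293 line stably carrying TRPC4beta and mu-opioid receptor · Doses – single dose · Detection – Fluo4 calcium-dye fluorescence, kinetic read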
TRPC4 potent: allosterically enhances the mouse TRPC4 cation channel | AID 2227 | HEK293 TRPC4beta/mu-opioid, DAMGO EC20, Fluo-4 Ca2+ flux; hits give high values | actives 0.42% (n = 310,000) | B-score at 10 µM | Q9QUQ5;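 active = B-score of calcium response area above 5 SD of library B-scores, with initial fluorescence ratio within 5 SD of library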;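 note: B-score of integrated fluorescence ratio over time as area under calcium response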
KCNQ1 act: potentiates or activates the human KCNQ1 potassium channel; P51787; CHO-K1 KCNQ1, thallium flux FluxOR fluorescence; hits give high values; B-score at 10 µM; actives 0.35% (n = 310,000);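 active = fluorescence ratio B-score, a plate-corrected score, at least three library SD, with initial intensity B-score within 5 SD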
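System: Stable KCNQ1 CHO-K1 line | Incubation: 90 min dye loading and 20 min compound exposure, both at room temperature | Measure: Ratio B score | Medium: Assay buffer for compound exposure, DMSO matched across wells | Compound dosing: Single-concentration screen | Probe or stimulus: K+/Tl+ depolarizing stimulus | Measured by: Kinetic FluxOR fluorescence, 10 s baseline plus 110 s post-stimulus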
Active calls of the source: *; i = inactive; x = not tested or not shown. Some of the compounds tested (hit frequency here may not be typical).

Results follow in this order: PolyA inh, Dyrk1A ADPGlo, KCNK9 inh, KCNK3 block, Platelet DG rel, hERG rescue, TRPC4 act, KCNQ1 block, TRPC4 block, TRPC4 potent, KCNQ1 act
CCOc1ccc(OCCSc2nnnn2C2CCCCC2)cc1
 : i, x, -14*, -12*, 3, -12, i, i, i, i, i
COc1cccc(C(=O)Nc2nnc(SCC(=O)NC3CCCC3)s2)c1
 : i, 1, i, i, 7, -5, i, i, i, i, i
COc1ccc(-n2c(SCC(=O)NCc3cccs3)nc3[nH]ncc3c2=O)cc1
 : i, 1, i, i, -5, -19, i, i, i, i, i
Cc1cccc(C)c1NC(=O)CCc1nnc2ccc(N3CCCC3)nn12
 : i, 3, i, i, 2, -11, i, i, i, i, i
COC(=O)c1ccccc1NC(=S)N(Cc1ccc2c(c1)OCO2)Cc1cc2cccc(C)c2[nH]c1=O
 : i, -5, i, i, -9, -6, i, i, i, i, i
CCN(CC)CCCNC(=O)c1cc2c(-c3ccc(Cl)cc3)nn(C)c2s1
 : i, -7, i, i, 0, -16, 72*, i, i, 16*, i
COC(=O)C(NC(=O)c1ccccc1C)(Nc1ncc(S(=O)(=O)c2ccc([N+](=O)[O-])cc2)s1)C(F)(F)F (stereo unspecified)
 : i, -3, i, i, 5, -12, i, i, i, i, i
OC(COc1ccc(OCc2ccccc2)cc1)CN1CCCCC1 (stereo unspecified)
 : i, -3, i, i, -4, -10, i, i, i, i, i
CCOC(=O)c1c(C)[nH]c(C(=O)CN2C(=O)NC(C)(CC(C)C)C2=O)c1C (stereo unspecified)
 : i, 2, i, i, 3, -4, i, i, i, i, i
COc1ccc(CCNc2ccc(C(CC(N)=O)NC(=O)c3ccccc3)cc2[N+](=O)[O-])cc1 (stereo unspecified)
 : i, 3, i, i, 7, 1, i, i, x, i, i
COc1ccc(C(=O)NCc2ccc(N3CCN(C(=O)OC(C)(C)C)CC3)cc2)cc1
 : i, x, i, i, 2, 1, i, i, i, i, i
Cc1ccc(NC(=O)CCSc2nnc(C)s2)cc1
 : i, 7, i, i, -1, -16, i, i, i, i, i
Cc1ccc(S(=O)(=O)N2CCCCC2)cc1NC(=O)COC(=O)c1cc[n+]([O-])cc1
 : i, -8, i, i, 0, -4, i, i, i, i, i
COc1ccc(-c2nc(CN3CCCC(C(=O)NC4CCCC4)C3)c(C)o2)cc1 (stereo unspecified)
 : i, 5, i, i, 15, -9, i, i, i, i, i
O=C(NNC(=O)c1ccccc1-n1cccc1)c1ccc(F)cc1
 : i, -5, i, i, -24, -1, i, i, i, i, i
FC(F)(F)c1cc(-c2ccccc2)nc2ncnn12
 : i, -5, i, i, -10, -7, i, i, i, i, i
COC(=O)c1c(C(=O)OC)c(-c2cccc(F)c2)n2c1CS(=O)C2 (stereo unspecified)
 : i, 4, i, i, 10, -4, i, i, i, i, i
O=C(COC(=O)[C@@H]1CCCN1S(=O)(=O)c1ccc(Cl)cc1)NC1CCS(=O)(=O)C1 (stereo partly specified)
 : i, 19, i, i, -6, -9, i, i, i, i, i
CCn1c(SCC(=O)O)nnc1-c1ccc(S(=O)(=O)N2CCCC2)cc1
 : i, 2, i, i, -3, -9, i, i, i, i, i
Cc1noc(NS(=O)(=O)c2ccc(NC(=O)CSc3nnc(-c4ccccc4)n3C3CCCCC3)cc2)c1C
 : i, 3, i, i, 0, -10, i, i, i, i, i
CCC1SC2=NC(C)=C(C(=O)OCC(C)C)C(/C=C/c3ccccc3OC)N2C1=O (stereo unspecified)
 : i, -8, i, i, -1, -15, i, i, i, i, i
CCCc1cc2c(cc1NC(=O)c1ccccc1F)OCO2
 : i, 0, i, i, -18, -9, i, i, i, i, i
CCCn1c(N)c(C(=O)CSc2n[nH]c(-c3ccc(C)cc3)n2)c(=O)[nH]c1=O
 : i, 2, i, i, 4, -10, i, i, i, 123*, i
CCN(Cc1cn2cccnc2n1)C1CCCCC1
 : i, -2, i, i, 3, -3, i, i, i, i, i
CCOC(=O)CC1COCCN1C(=O)CCc1nnc(-c2ccsc2)o1 (stereo unspecified)
 : i, 5, i, i, 12, -5, i, i, i, i, i
O=C(CN1CCSCC1)N/N=C/c1ccc(F)cc1
 : i, 7, i, i, 1, -5, i, i, i, i, i
CN(CP(=O)(O)CN(C)S(C)(=O)=O)S(C)(=O)=O
 : i, 2, i, i, -9, -3, i, i, i, i, i
c1ccc(COc2ccc(CNCc3cccs3)cc2)cc1
 : i, 2, i, i, 3, -14, i, i, i, i, i
ClCc1cc2ccccc2nc1Cl
 : i, x, i, i, -2, -7, i, i, i, i, i
C[C@@H](NC(=O)c1nc[nH]c1C(=O)N[C@@H](CCCCNC(=O)OC(C)(C)C)C(=O)OC(C)(C)C)c1ccccc1
 : i, 0, i, i, -2, -6, i, i, i, i, i
CC1CC(C)CN(CCCNC(=O)c2cc3c(s2)-c2ccccc2OC3)C1 (stereo unspecified)
 : i, 2, i, i, 1, -13, i, 6*, i, i, i
CN(C)c1ccc(NC(=O)CN2C(=O)CC(c3ccccc3)=Nc3ccccc32)cc1
 : i, 1, i, i, 1, -1, i, i, i, i, i
CN(CCO)c1cnccn1
 : i, 5, i, i, -1, 1, i, i, i, i, i
CCN1/C(=C/C=C/c2oc3ccc4ccccc4c3[n+]2CC)Oc2ccc3ccccc3c21
 : x, x, i, x, 9, -17, i, 10*, i, i, i
CN(C)C(=O)CSc1nnc(Cc2ccc3c(c2)OCO3)o1
 : i, 10, i, i, 5, -7, i, i, i, i, i
CCOC(=O)C(C)/C(C)=N/NC(=O)CCC(=O)Nc1cc(C)ccc1C (stereo unspecified)
 : i, -4, i, i, -1, -11, i, i, i, i, i
COC(=O)c1nnn(-c2nonc2N)c1CSCCO
 : i, 25, i, i, 0, -4, i, i, i, i, i
CC1(OC(=O)C2CCCC2)C(=O)C=C2C=C3CCCCN3C=C2C1=O (stereo unspecified)
 : i, 29, i, i, 1, -8, i, i, i, i, i
CCOC(=O)CSc1nnc(-c2ccc(S(=O)(=O)N3CCOCC3)cc2)n1-c1ccccc1
 : i, -1, i, i, -11, -14, i, i, i, i, i
CCOC(=O)N1CCN(S(=O)(=O)c2ccc(C(=O)N(CCCN(C)C)c3nc4ccc(OC)cc4s3)cc2)CC1
 : i, 1, i, i, 4, -6, i, i, i, i, i
Cn1cc(CN2CCC(C(=O)Nc3cccc(-c4cccc(F)c4)c3)CC2)cn1
 : i, 3, i, i, -2, -18, i, i, i, i, i
COCCn1c(C)cc2c(c1=O)C(c1ccco1)C(C#N)=C(N)O2 (stereo unspecified)
 : i, 0, i, i, 8, -10, i, i, i, i, i
O=C(NCCCn1ccnc1)c1cc(-c2cccs2)on1
 : i, 3, i, i, 4, -4, i, i, i, i, i
Cc1cccc(C(=O)Oc2ccc(/C=N/NC(=O)c3ccccc3O)cc2)c1
 : i, -3, i, i, -8, -2, i, i, i, i, i
COC(=O)CC(c1ccc(OC)c(OC)c1)c1ccc(OC)c(OC)c1
 : i, 5, i, i, 5, -9, i, i, i, i, i
CCC(C)(C)NC(=O)C(c1cccn1C)N(C(=O)Cn1nnc2ccccc21)c1ccc(OC)cc1OC (stereo unspecified)
 : i, 2, i, i, -6, -5, i, i, i, i, i
c1ccc2c(c1)Cc1cc3ccccc3nc1-2
 : i, 21, i, i, 11, -7, i, i, i, i, i
CSc1nc2nc(-c3cccc(C(F)(F)F)c3)ccn2n1
 : i, x, i, i, 14, -14, i, i, i, i, i
Cc1ccc(Cl)c(NC(=O)CCl)c1Cl
 : i, -3, i, i, 1, -20, i, i, i, i, i
CCOC(=O)C1(Cc2cccc(F)c2)CCN(Cc2c(C)nn(CC)c2C)CC1
 : i, -10, i, i, 4, -9, i, i, -6*, i, i
COC(=O)Cc1ccc(OCC(=O)Nc2ccc(OC(F)(F)F)cc2)cc1
 : i, 0, i, i, 14, -1, i, i, i, i, i
Cc1cc2ccccc2n2c(SCC(=O)Nc3ccc(S(=O)(=O)N4CCCCC4)cc3)nnc12
 : i, 0, i, i, -5, -12, i, i, i, i, i
CCOC(=O)c1cc(C)[nH]c(=S)c1C#N
 : i, 7, i, i, -56, -15, i, i, i, i, i
COc1cc(C(=O)Nc2ccc3c(c2)C(=O)c2ccccc2C3=O)cc(OC)c1OC
 : i, -2, i, i, -16, -6, i, i, i, i, i
CC(C)CN(C(=O)COC(=O)CCC(=O)c1ccc(F)cc1)c1c(N)n(Cc2ccccc2)c(=O)[nH]c1=O
 : i, 9, i, i, 7, -17, i, i, i, i, i
Brc1ccc(C2=CC(c3ccco3)n3nnnc3N2)cc1 (stereo unspecified)
 : i, 5, i, i, -1, 1, i, i, i, i, i
CC(=O)c1cccc(NC(=O)c2ccncc2)c1
 : i, 10, i, i, 11, -10, i, i, i, i, i
Cc1cc(/C=N/NC(N)=S)c(C)n1-c1ccc(Br)cc1
 : i, x, i, i, 6, 0, i, i, i, i, i
COc1ccc(NC(=O)NCCCN2CCN(c3ccccc3F)CC2)cc1
 : i, -1, i, i, 2, -9, i, i, i, i, i
CC(=O)Oc1ccc(C(=O)O)cc1OC(C)=O
 : i, 6, i, i, -4, -9, i, i, i, i, i

Carrying on:
Results follow in this order: PolyA inh, Dyrk1A ADPGlo, KCNK9 inh, KCNK3 block, Platelet DG rel, hERG rescue, TRPC4 act, KCNQ1 block, TRPC4 block, TRPC4 potent, KCNQ1 act
CCOc1ccc(C(=O)OCC(=O)NC(C)C)cc1
 : i, -5, i, i, 6, -9, i, i, i, i, i
Cc1nc(-c2ccccc2Cl)sc1C(=O)/C=C/N(C)C
 : i, -2, i, i, 2, -15, i, i, i, i, i
Clc1ccc(C2CC(c3ccccc3)Nc3ncnn32)cc1 (stereo unspecified)
 : i, -4, i, i, 2, -8, i, i, i, i, i
O=[N+]([O-])c1cccc(-c2n[nH]c(=S)n2Cc2ccccc2)c1
 : i, -4, i, i, -5, -3, i, i, i, i, i
COCCN(C(=O)COC(=O)Cc1cccc(OC)c1)c1c(N)n(Cc2ccccc2)c(=O)[nH]c1=O
 : i, -1, i, i, 0, -15, i, i, i, i, i
CC(=O)c1ccc(N=C2NC(=O)C(CO)(CO)S2)cc1
 : i, 2, i, i, 1, -6, i, i, i, i, i
Cc1ccc(C2=C/C(=C/c3cccs3)C(=O)O2)cc1
 : i, 2, i, i, 8, -4, i, i, i, i, i
